Source: PubChem (The Scripps Research Institute Molecular Screening Center)
LEDGF integ inh = blocks HIV-1 LEDGF/p75-dependent DNA integration; TR-FRET IN-LEDGF/p75 DNA integration, Eu/Cy5; 370,000 tested, 0.64% active; AID 743269; inhibition, % at 3.7 µM;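 active = inhibition above the screen-wide mean plus 3 SD, cut at about 13% in these data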;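 note: signal is the Cy5 over europium emission ratio at 671 and 618 nm; 0% = plate median of compound wells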
TCR CD3 inh = inhibitors of human TCR-CD3 interaction; TAMRA-labeled TCR probe fluorescence, biochemical; 360,000 tested, 0.37% active; AID 651800; inhibition, % at 9.4 µM; in the data active = inhibition above about 19%;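 note: recombinant mutant TCR 2C K166C tagged with TAMRA read by polarization; 0% = receptor in buffer alone and 100% = receptor with positive control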
SIAE inh = human SIAE inhibition, primary screen. Q9HAT2. SIAE FP-Rh probe binding, fluorescence polarization. inhibition, % at 9.66 µM. 370,000 tested, 0.69% active. AID 1053197;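 active = inhibition above a cutoff: mean of compounds within the control limits plus 3 SD of those, cut at about 17% in these data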;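 note: 0% = plate median of compound wells and 100% = probe without SIAE protein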
PRMT1 inh = inhibitors of human PRMT1; Q99873; recombinant PRMT1, activity-based probe fluorescence polarization; inhibition, % at 2.79 µM; 370,000 tested, 1.3% active; AID 652257;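 active = inhibition above about 21% made by adding two undisclosed values, limit read from the data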
DDE Tn7 FP inh = disrupts Tn7 cyclic peptide binding to fibrin D-Dimer-E complex; P02675; FP displacement of FITC-Tn7 peptide from fibrin DD(E); 0% = median of compound wells per plate; inhibition, % at 8.3 µM; 370,000 tested, 0.13% active;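 active = inhibition above the mean of compounds falling within the control limits plus 3 SD of them, cut at about 14% in these data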;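 note: 0% = plate median of compound wells and 100% = 10 µM Aha-Tn7 peptide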
Target sequence (P02675 whole entry, looked up): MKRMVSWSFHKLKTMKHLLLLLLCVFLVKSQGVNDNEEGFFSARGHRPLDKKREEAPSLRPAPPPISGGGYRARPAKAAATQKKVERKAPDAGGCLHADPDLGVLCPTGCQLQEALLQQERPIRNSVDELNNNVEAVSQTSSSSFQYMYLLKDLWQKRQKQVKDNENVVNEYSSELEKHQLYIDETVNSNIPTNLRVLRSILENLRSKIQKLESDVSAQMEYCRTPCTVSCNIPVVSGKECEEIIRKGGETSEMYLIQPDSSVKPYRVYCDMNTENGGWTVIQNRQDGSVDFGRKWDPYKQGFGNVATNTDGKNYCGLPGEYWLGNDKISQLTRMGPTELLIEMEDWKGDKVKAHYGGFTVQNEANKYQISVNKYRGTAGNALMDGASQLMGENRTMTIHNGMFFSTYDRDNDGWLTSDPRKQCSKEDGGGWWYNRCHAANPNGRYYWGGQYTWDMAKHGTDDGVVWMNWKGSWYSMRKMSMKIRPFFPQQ
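Measure: % inhibition scaled between sample-field median and high-control FP; Test system: human fibrin DD(E); Quantity: 2 µM final DD(E) protein; Doses: one dose, 8.3 µM nominal; Schedule: compound with protein 10 min, then 3 h after probe, room temperature; Detection: fluorescence polarization; Medium: Tris buffer with calcium and detergent, pH 7.8.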
KLK7 zymogen act = activates the human kallikrein-7 zymogen; P49862; 370,000 tested, 0.9% active; purified proKLK7, EDANS-DABCYL substrate fluorescence; 100% is mature enzyme control, 0% vehicle; activation, % at 7 µM;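 active = activation above the mean of all tested compounds plus 3 SD, computed per campaign excluding outliers beyond control limits, cut at about 13% in these data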
Target sequence (P49862 whole entry, looked up): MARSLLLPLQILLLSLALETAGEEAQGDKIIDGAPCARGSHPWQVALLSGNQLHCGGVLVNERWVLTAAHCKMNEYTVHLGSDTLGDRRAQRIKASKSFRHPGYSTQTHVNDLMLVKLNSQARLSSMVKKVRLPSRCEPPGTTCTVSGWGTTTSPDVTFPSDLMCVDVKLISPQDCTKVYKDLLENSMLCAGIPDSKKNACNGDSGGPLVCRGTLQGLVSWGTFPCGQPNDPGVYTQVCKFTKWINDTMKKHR
UHRF1 binding = human UHRF1 methylated DNA binding inhibitors; AID 687016; 370,000 tested, 0.75% active; inhibition, % at 4.4 µM; Q96T88; UHRF1 binding to methylated oligo, TR-FRET; in the data active = inhibition above about 21%;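 note: UHRF1 SRA domain binding a hemimethylated CpG hairpin DNA probe; 0% = median of test compound wells and 100% = reference inhibitor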
TDP2 absorb = blocks human TDP2 phosphodiesterase activity; O95551; 370,000 tested, 0.34% active; recombinant TDP2, T5PNP hydrolysis, p-nitrophenol absorbance 415 nm; inhibition, % at 12.8 µM; AID 720702;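 active = inhibition above the mean of all tested compounds plus 3 SD, set per campaign, cut at about 25% in these data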;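 note: 0% = DMSO with enzyme and 100% = buffer with substrate but no TDP2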
Target sequence (O95551 whole entry, looked up): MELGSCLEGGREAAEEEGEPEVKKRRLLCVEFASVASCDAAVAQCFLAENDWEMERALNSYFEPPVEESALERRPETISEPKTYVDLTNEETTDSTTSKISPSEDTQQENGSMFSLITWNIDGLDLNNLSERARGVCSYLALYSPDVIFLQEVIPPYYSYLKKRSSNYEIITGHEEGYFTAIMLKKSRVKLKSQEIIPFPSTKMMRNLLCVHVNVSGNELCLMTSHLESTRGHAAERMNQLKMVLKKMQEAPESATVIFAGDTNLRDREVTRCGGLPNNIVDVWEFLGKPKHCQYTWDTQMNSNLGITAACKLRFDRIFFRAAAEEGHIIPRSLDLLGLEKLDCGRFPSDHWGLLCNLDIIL
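Assay system: recombinant human TDP2 / Reagent: T5PNP substrate at 5 mM, a TopII-DNA adduct mimic / Measured by: epi absorbance from released p-nitrophenol / Evaluation: % inhibition relative to enzyme-containing and enzyme-free wells / Control set: enzyme-free and DMSO wells / Replicates: each compound tested once, singlicate / Schedule: enzyme reaction with compound for 2 h at 37 °C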
MBD2 inh = inhibitors of human MBD2 binding to methylated oligonucleotide; TR-FRET; 370,000 tested, 0.31% active; inhibition, % at 4.4 µM; in the data active = inhibition above about 13%
DDE Tn6 FP inh = DD(E)-Tn6 binding inhibition, primary FP screen | Fibrin DD(E) TRITC-Tn6 fluorescence polarization displacement | inhibition, % at 8.3 µM | AID 720509 | 370,000 tested, 0.21% active;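 active = inhibition above a per-campaign cutoff: mean of compounds within control limits plus 3 SD, cut at about 15% in these data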;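 note: 0% = median of all compound wells on the plate and 100% = blocking peptide control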
* hit, by the source's call; x = no result given.

Each structure is followed by: PRMT1 inh	TDP2 absorb	DDE Tn7 FP inh	KLK7 zymogen act	LEDGF integ inh	SIAE inh	MBD2 inh	UHRF1 binding	DDE Tn6 FP inh	TCR CD3 inh
1. Cc1ccc(OCCn2c(CCCO)nc3ccccc32)cc1
    4	-7	1	0.3	3	-9	5	4	6	-4
2. CC(=O)N1CCc2cc(S(=O)(=O)NC(CC(C)C)C(=O)Nc3ccc4c(c3)OCCO4)ccc21 (stereo not drawn)
    2	2	6	0.1	1	-2	-2	-5	-1	5
3. Cc1ccc(NC(=O)Cn2c(=O)c(C)nc3ccccc32)cc1
    3	16	-2	-0.6	-3	-2	9	1	-4	-4
4. CCC(C)CNC(=O)c1cccc(OC2CCN(CC(C)(C)C)CC2)c1 (stereo not drawn)
    -1	-8	0	-0.7	5	8	3	5	4	-3
5. COC(=O)c1ccc(Oc2c(Cl)cccc2[N+](=O)[O-])cc1
    -2	-2	0	0.2	0	0	1	1	-1	1
6. COc1ccc(OC)c(NC(=O)COC(=O)c2ccc(-n3cnnn3)cc2)c1
    6	3	8	-0.9	-4	-1	2	2	2	-3
7. O=c1c2oc3ccccc3c2ncn1Cc1cccc(Cl)c1
    -3	6	1	-0.2	2	-1	6	-1	-2	-3
8. O=c1cc(CN2CCN(S(=O)(=O)c3ccccc3)CC2)nc2ccc(Cl)cn12
    -1	-5	5	0.8	0	3	-3	-1	7	-3
9. CCCCn1c(N)c(N(CCC(C)C)C(=O)C2CC(=O)N(c3ccccc3OCC)C2)c(=O)[nH]c1=O (stereo not drawn)
    4	-3	-8	-0.2	2	4	-3	1	-4	6
10. COCCCNC(=O)CCn1c(=O)c2ccccc2n(CC(=O)NCCc2ccc(OC)c(OC)c2)c1=O
    -2	-1	1	0.0	5	-2	0	-2	-4	5
11. CCN(CC)S(=O)(=O)N1CCC(C(=O)NC(C)CCc2ccccc2)CC1 (stereo not drawn)
    6	3	-1	-0.1	1	-4	12	16	2	-8
12. Cc1ccc(S(=O)(=O)NCC(=O)N2CCC(C)CC2)cc1
    -2	6	1	-0.2	-1	-3	1	3	-4	0
13. COc1ccc([C@H]2CC(=O)C=C(c3ccc(NC(C)=O)cc3)C2)cc1OC
    2	11	-3	0.3	-1	6	-1	-3	-1	2
14. CCC(C)(C)NC(=O)CN(C(=O)c1ccc(N2CCCC2)nc1)c1ccc(F)cc1
    0	-14	6	-0.2	-1	-9	5	1	-3	2
15. CC1=NN(C(=O)c2ccc(Cn3nc(C)c([N+](=O)[O-])c3C)cc2)C(O)(C(F)(F)F)C1 (stereo not drawn)
    0	-1	9	0.4	-3	-2	0	2	-1	7
16. O=C(O)COn1c(-c2ccccc2)nc2ccc(Cl)cc21
    3	-8	0	0.3	1	1	3	2	0	-2
17. Cc1cc(C(=O)OCC(=O)Nc2ccc(F)c(F)c2F)c(C)o1
    1	-3	6	-0.1	-1	6	2	0	4	4
18. Cc1nnc(N/N=C/c2cccc(OCc3ccc(Cl)c(Cl)c3)c2)n1N
    6	62*	-4	0.0	57*	7	4	6	-6	2
19. NC(=O)C1CCN(C(c2ccccc2Cl)c2nnnn2Cc2ccc3c(c2)OCO3)CC1 (stereo not drawn)
    2	2	2	0.0	0	-4	3	-2	1	-2
20. CCc1noc(C)c1C(=O)N1CCN(S(=O)(=O)c2ccc(C)cc2C)CC1
    4	-2	3	-0.2	0	0	-3	2	-1	-6
21. O=C(CCNC(=O)C1CCN(S(=O)(=O)c2ccc(F)cc2)CC1)NCc1ccccn1
    -2	-7	-9	-0.1	1	2	0	-1	4	3
22. CCCCOc1ccc(C(=O)N(CC)CC(=O)NCc2cccs2)cc1
    0	11	1	1.1	-1	0	-4	-1	-1	1
23. Cc1ccc(-n2ncc3c(SCC(=O)Nc4cc(C)on4)ncnc32)c(C)c1
    -3	3	-3	-0.5	0	-5	-1	2	-5	7
24. CCCC[C@@H]1CN=C(N)N1CCCC
    -1	-5	-2	0.0	0	-2	-3	-2	6	6
25. CCn1c(CSc2nc3ccccc3s2)nnc1SCC(=O)c1ccc2c(c1)OCCO2
    -1	6	2	-0.6	0	-15	1	-4	-4	2
26. COc1cccc(/C=C/c2nc(C#N)c(NCC(C)C)o2)c1
    5	0	10	-117	-2	3	3	3	2	0
27. CCc1c(C)nc2c(C)cccc2c1SCCC#N
    2	-7	5	0.5	0	-12	8	7	3	-10
28. Cc1ccc(C(=O)Nc2cc(C(F)(F)F)ccc2-n2cncn2)o1
    3	8	-1	-0.3	3	3	1	-3	3	-1
29. COc1ccccc1CCNC(=O)C(=O)Nc1cc2c3c(c1)CC(=O)N3CCC2
    -4	5	5	0.4	0	2	0	0	2	-3
30. CCCCC(=O)N/N=C/c1ccc(-c2ccc([N+](=O)[O-])cc2)o1
    -2	2	-1	0.6	6	2	1	-2	-6	1
31. CCOc1ccc(-n2c(SCC(=O)c3ccc4ccccc4c3)nnc2-c2ccco2)cc1
    46*	-2	-3	-0.2	2	-10	5	0	-5	x
32. CN(Cc1ccc(F)cc1)C(=O)c1cc(S(=O)(=O)N2CCCCC2)ccc1N1CCOCC1
    4	4	-9	0.2	-1	-4	-3	0	6	-3
33. CCN(c1ccccc1)S(=O)(=O)c1ccc(OC)c(NC(=O)C2CC2)c1
    8	-5	4	-0.1	4	-1	8	6	-9	-5
34. c1ccc2c(c1)CCN2CCN1CCc2ccccc21
    -1	6	3	0.1	3	8	-10	-2	4	4
35. CCC(=O)N1CCc2cc(S(=O)(=O)NCCc3ccc(S(N)(=O)=O)cc3)ccc21
    -3	6	0	0.4	2	2	-7	-3	6	1
36. COc1cc2c(cc1OC)CN(C(=O)C(CCSC)NS(=O)(=O)c1ccc(C)cc1)CC2 (stereo not drawn)
    6	0	4	-0.5	2	3	7	-1	2	-1
37. CCOc1ccccc1OCc1nn2c(COc3ccccc3)nnc2s1
    13	8	3	-0.4	0	0	4	-1	1	-7
38. COc1cc2c(C#Cc3cccnc3)c(-c3ccsc3)oc(=O)c2cc1OC
    -1	-7	-9	-6.6	0	-8	0	4	1	-4
39. C/C=C/c1ccc(O)c(OC)c1
    -3	-1	10	-0.2	5	11	-10	-6	4	1
40. O=C(c1ccccc1)N1CCCC(C(=O)N2CCCCC2)C1 (stereo not drawn)
    -5	12	6	-0.5	-1	-1	-1	5	4	7
41. CCN1CCN(C(=S)NC(=O)c2cc(OC)c(OC)c(OC)c2)CC1
    5	0	2	0.4	-3	7	8	2	-8	0
42. Cc1ccnc(NCc2cc(C)ccc2O)c1
    -3	4	-13	0.0	4	3	-4	1	1	-6
43. Cc1ccc([N+](=O)[O-])cc1N/C=C1\CCCCC1=O
    5	-2	-4	0.2	4	9	2	-2	-5	-1
44. COC(=O)COc1ccc(-c2nn(C)c(=O)c3ccccc23)cc1
    0	-5	4	0.0	-4	20*	-2	-3	-1	0
45. COCCOC(=O)/C(=C\c1cc(C(C)(C)C)c(O)c(C(C)(C)C)c1)C(C)=O
    1	9	1	-0.2	-6	8	1	1	-2	5
46. O=C(c1ccc(CS(=O)(=O)Cc2ccc(Cl)cc2)o1)N1CCCC1
    1	-2	-6	0.2	-2	-4	0	2	1	-3
47. CC(C)CC1C(=O)N(Cc2cn(CCC3OCCO3)nn2)CCS(=O)(=O)N1Cc1ccc(-c2ccc(Cl)c(Cl)c2)cc1 (stereo not drawn)
    -3	4	1	-0.3	-4	-12	2	-1	-3	0
48. O=C(C[n+]1cccc2ccccc21)c1ccccc1
    4	-5	-1	0.1	-2	0	3	7	3	-2
49. Cc1cccc(NC(=O)NNC(=O)CCc2ccccc2)c1
    -10	-4	-7	0.0	2	6	-2	0	3	1
50. Cc1cccc(CC(=O)Nc2ccc(C(=O)N3CCOCC3)cc2)c1
    2	11	-3	-0.3	1	3	3	7	-13	-4
51. COc1ccc(CCNC(=O)COC(=O)Cc2ccccc2F)cc1
    2	-17	-3	0.9	5	-6	-4	3	1	0
52. CC(C)NC(=O)N(C)C[C@@H]1Oc2c(NC(=O)C3CCOCC3)cccc2C(=O)N([C@@H](C)CO)C[C@H]1C
    -2	1	6	0.8	4	1	0	-1	3	3
53. CCOC(=O)C1CSC(CC(=O)Nc2ccc(OC(F)(F)F)cc2)C(=O)N1 (stereo not drawn)
    -2	-7	0	0.7	3	7	1	2	-4	-3
54. COP(=O)(OC)c1nc(-c2cccc3ccccc23)oc1N1CCCCC1
    1	-4	-5	-3.8	4	6	-4	1	-2	3
55. CCCCN1C(=O)C(CC(=O)NCc2cccs2)CC(C(=O)N2CCOCC2)=C1C (stereo not drawn)
    -1	-2	2	0.7	-4	-2	8	23*	-11	-1
56. CCN(Cc1nc2ccccc2c(=O)[nH]1)C(=O)COc1ccccc1-c1ccccc1
    -1	-2	8	-0.8	2	3	-1	1	-2	1
57. Cc1ccc(S(=O)(=O)N(C)C)cc1NC(=S)Nc1cccc2ccccc12
    2	16	-1	-8.6	2	14	-7	-2	1	-3
58. COc1ccc(CN2CCNC(=O)C2CC(=O)N(C)C2CCCCC2)cc1OC (stereo not drawn)
    2	1	8	0.8	-3	6	-1	-2	-8	5
59. Cn1c(CN2CCOCC2)nc2cc(NC(=O)c3ccc(Cl)cc3)ccc21
    0	5	5	-0.2	0	-3	3	1	-9	3
60. Cc1ccc(S(=O)(=O)NNC(=O)c2cc(C)cs2)cc1
    -9	-6	-6	0.2	4	-1	5	-1	-6	3

Other results:
Each structure is followed by: PRMT1 inh	TDP2 absorb	DDE Tn7 FP inh	KLK7 zymogen act	LEDGF integ inh	SIAE inh	MBD2 inh	UHRF1 binding	DDE Tn6 FP inh	TCR CD3 inh
61. CCOc1ccc(OCC)c(NC(=O)C2CCN(S(=O)(=O)c3cccc4nonc34)CC2)c1
    0	10	1	-0.4	0	3	-5	0	9	1
62. CCN(CC)S(=O)(=O)c1ccc2oc(C(=O)NCc3ccc(F)cc3)c(C)c2c1
    0	-3	-2	0.1	1	-16	-7	0	-3	2
63. CCOC(=O)[C@]12CCCCC/C=C\1N(CCc1ccc(Cl)cc1)C(=O)[C@H]2CC(=O)N1CCC(c2ccccc2)CC1
    1	4	1	0.1	0	1	0	0	4	x
64. Cc1cc(C)cc(-c2nnc(SCC(=O)c3ccc4c(c3)OCCO4)o2)c1
    3	-9	-5	-0.5	3	-5	1	3	4	5
65. CCOC(=O)N1CCC(=NNC(=O)c2ccc(O)cc2)CC1
    0	17	3	-0.5	-2	-2	-1	1	3	-3
66. Cc1cc(=O)[nH]c(S/C=C/c2ccccc2)n1
    -1	2	-5	-0.6	3	5	-4	1	-3	9
67. COc1ccc(CCNC(=O)CN2C(=O)C(=O)N(C3CCCC3)C2=O)cc1OC
    0	7	-1	-0.1	-1	2	0	0	4	3

Part of the list above, reduced to DDE Tn7 FP inh, TCR CD3 inh and UHRF1 binding.
entry	Compound	DDE Tn7 FP inh	TCR CD3 inh	UHRF1 binding
63	CCOC(=O)[C@]12CCCCC/C=C\1N(CCc1ccc(Cl)cc1)C(=O)[C@H]2CC(=O)N1CCC(c2ccccc2)CC1	1	x	0
64	Cc1cc(C)cc(-c2nnc(SCC(=O)c3ccc4c(c3)OCCO4)o2)c1	-5	5	3
